Source: PubChem
GLP-1R inv ag: GLP-1 receptor (human) inverse agonism. P43220. HEK293 GLP-1R CRE-luciferase, luminescence, 24 h; GLP-1R form is constitutively active. Potency, µM (doses to about 38.3 µM), for inactives: top-dose activity change, negative = inhibition, usual class: inhibitors. 1.6% of 410,000 active; further: on the % scale 0 is the no-effect control and ±100 the full control effect; nearly all actives have a fitted effect of over 55% in size
Target sequence (P43220 whole entry, looked up): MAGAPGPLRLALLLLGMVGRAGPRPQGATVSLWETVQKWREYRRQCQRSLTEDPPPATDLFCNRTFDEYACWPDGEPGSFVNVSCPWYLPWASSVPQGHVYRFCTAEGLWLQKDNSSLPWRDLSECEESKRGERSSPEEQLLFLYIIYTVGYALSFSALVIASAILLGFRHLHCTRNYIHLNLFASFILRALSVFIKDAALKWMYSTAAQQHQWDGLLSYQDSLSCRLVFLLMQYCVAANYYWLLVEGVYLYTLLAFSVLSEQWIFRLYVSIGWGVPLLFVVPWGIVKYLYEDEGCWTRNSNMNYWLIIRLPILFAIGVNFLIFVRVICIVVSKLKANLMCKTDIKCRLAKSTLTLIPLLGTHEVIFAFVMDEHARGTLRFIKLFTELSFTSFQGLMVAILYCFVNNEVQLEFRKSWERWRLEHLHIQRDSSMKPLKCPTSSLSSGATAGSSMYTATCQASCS
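HEK293 cells stably co-expressing a cAMP-responsive luciferase reporter and constitutively active GLP-1R were seeded, incubated 12 h, then exposed to compounds for 24 h at 37 C. Luminescence was read 12 min after detection reagent; inverse agonists lower signal.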
TDP43 rescue: TDP-43 toxicity inhibition in yeast; Potency, µM (highest dose often 46.1 µM), for the others: at the top dose growth rescue (activation), usual class: activators; TDP-43 expressing yeast growth rescue, BacTiter-Glo, 24 h; AID 652104; 1.8% of 410,000 active; further: % of control where 0% means no effect; nearly all actives have a fitted effect of over 50% in size
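Cell-based yeast growth screen: TDP-43 expression induced in galactose, inoculum OD600=0.02 after raffinose pregrowth to mid-log. Read-out BacTiter-Glo luminescence at 24 hr, 30 deg C; inhibition of toxicity seen as signal increase.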
HT1080 IDH1KD tx: toxicity to HT-1080 IDH1 knockdown cells (counter line). AID 686971. 2% of 360,000 active. Potency, µM (doses to about 46.1 µM), inactives show at the top dose activity, negative = toxicity, most hits filed as cytotoxic. HT-1080 IDH1 knockdown viability, ATP luminescence, 48 h;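 further: 0% = DMSO wells and -100% = cell-free medium wells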
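CellTiter-Glo luminescence after 48 h compound exposure at 37 degrees C of IDH1-knockdown HT-1080 cells in 5% FBS RPMI. %Activity scaled between DMSO wells and cell-free media wells, with curves fitted and assigned curve classes.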
KB-3-1 cytotox: kills parental KB-3-1 adenocarcinoma cells. Potency, µM (top dose mostly 46.1 µM), for the others: at the highest dose activity change, negative = cytotoxic, hits mostly cytotoxic. KB-3-1 viability, CellTiter-Glo ATP luminescence, 72 h. 1.4% of 400,000 active. AID 1347075; further: on the % scale 0 is the no-effect control and ±100 the full control effect; nearly all actives have a fitted effect of over 60% in size
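Cytotoxicity in the drug-sensitive parental line KB-3-1 was scored as loss of CellTiter-Glo luminescence following 72 h incubation with compound. Values come from curve fitting of normalized concentration-response data.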
HEK293 tox: cytotoxicity in counter-screen for GLP-1R inverse agonists; HEK293 cAMP-luciferase reporter cells, luminescence, 24 h; Potency, µM (top dose mostly 38.3 µM), inactives show at the top dose activity change, negative = inhibition, usual class: inhibitors; 0.13% of 410,000 active; AID 624418;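 further: loss of luciferase light is scored as toxicity; on the % scale 0 is the no-effect control and ±100 the full control effect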
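Compound-treated cells are incubated 24 hr at 37 deg C under 5% CO2 after a 12 hour attachment period, then luciferase detection reagent is added and luminescence is measured following 12 min at room temperature; lowered signal indicates toxicity.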
HT1080NT lethal: kills 2HG-producing HT-1080-NT fibrosarcoma cells. HT-1080-NT fibrosarcoma viability, CellTiter-Glo ATP luminescence, 48 h. Potency, µM (highest dose often 46.1 µM), for inactives: top-dose activity, negative = less viability, actives largely listed as cytotoxic. AID 686970. 1.6% of 360,000 active;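 further: NT is the 2HG producing partner of a matched IDH1 knockdown line; 0% = DMSO-treated cells and -100% = media-only wells without cells; nearly all actives have a fitted effect of over 55% in size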
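A 48-hour cytotoxicity screen used HT-1080-NT cells plated 2 hours before compound delivery. ATP-based CellTiter-Glo luminescence measured viability, normalized to DMSO and no-cell controls.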
GLP1R ag: agonists of human GLP-1 receptor. AID 624172. HEK293 GLP-1R CRE-luciferase, luminescence, 4-6 h; cells express a hypersensitive GLP-1R form. 0.007% of 380,000 active. Potency, µM (doses to about 45.6 µM), for inactives: at the highest dose activation, most hits filed as activators; further: % of control where 0% means no effect
SW480 rerep: DNA re-replication induction in SW480 cells. SW480 DNA re-replication, Hoechst DNA content imaging, 48 h. Potency, µM (top dose mostly 46.1 µM), for the others: at the highest dose re-replication activation, usual class: activators. 1.8% of 340,000 active. AID 624297; further: % of control where 0% means no effect; nearly all actives have a fitted effect of over 55% in size
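Per well, 250 cells were exposed to pinned compound for 48 hr. Nuclear DNA was visualised with Hoechst (40 min, 37 C) and total object intensity recorded by fluorescence scanning.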
KB-V1 MDR tox: kills drug-selected multidrug resistant KB-V1 cells | KB-V1 MDR cells viability, CellTiter-Glo, 72 h | Potency, µM (series often up to 46.1 µM), inactives show at the top dose activity change, negative = cytotoxicity, most hits filed as cytotoxic | 3.4% of 400,000 active; further: on the % scale 0 is the no-effect control and ±100 the full control effect; nearly all actives have a fitted effect of over 60% in size
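Potencies derive from concentration-effect curves fitted to normalized luminescence (CellTiter-Glo) of KB-V1 cells treated for 72 h at 37 degrees C in phenol-red-free DMEM containing 10% FBS.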
The depositor's hits bear a star; ? = inconclusive; nt = no result given; & = joins results of further samples; [ ] = dose if it differs, or a comment. The call rests on the fitted dose curve; in most records, active means well fitted curve in the direction sought with a large enough effect; inconclusive means small, poorly fitted or top-dose-only effect, or another doubt; inactive means no such curve, though single readings can be large; an effect the other way counts as inactive or inconclusive. Potency means the concentration at half of the fitted maximal effect.

1. CC(NS(=O)(=O)c1cccc(S(=O)(=O)c2ccccc2)c1)C(=O)O (stereo not given)
2. O=C(COC(=O)c1ccccn1)c1cccc(Br)c1
3. CC1(C(=O)NS(=O)(=O)c2ccc(F)cc2F)CCN1C(=O)Cc1ccc(Cl)cc1Cl (stereo not given)
4. O=C(Nc1cc(-c2ccccc2)[nH]n1)c1ccccc1F
5. Cc1cc(NC(=O)COC(=O)CCS(=O)(=O)c2ccc(Cl)cc2)no1
6. COc1cc(C(=O)N2CCCc3ccccc32)cc(OC)c1OC
7. COc1cccc(/C=C2/CCC(CN(C)C)C2=O)c1 (stereo not given)
8. CC1(C)CC2CC(C)(CN2C(=O)CCCN2C(=O)c3ccccc3C2=O)C1 (stereo not given)

assay / compound	1	2	3	4	5	6	7	8
HT1080NT lethal	2%	1%	18%	-2%	0%	?	?	-3%
TDP43 rescue	6%	26%	15%	-6%	8%	2%	?	?
SW480 rerep	17%	-1%	nt	6%	-1%	?	5.8µM*	-3%
HEK293 tox	17%	-4%	3%	-12%	-9%	-22%	?	1%
KB-3-1 cytotox	4%	24%	0%	-2%	0%	?	?	-1%
HT1080 IDH1KD tx	11%	13%	4%	-28%	-1%	?	?	-1%
KB-V1 MDR tox	-15%	7%	3%	?	7%	?	?	-7%
GLP1R ag	3%	-16%	-3%	4%	-3%	3%	-12%	-1%
GLP-1R inv ag	0%	4%	-4%	?	4%	2%	?	?

9. c1csc(-c2nnc(COc3ccc4c(c3)OCO4)o2)c1
10. CC(=O)N(NC(N)=O)C(C)CC(=O)C1C(C)C=CCC1(C)C (stereo not given)
11. O=C1CN(C(=O)COC(=O)/C=C/c2ccc(S(=O)(=O)N3CCOCC3)cc2)c2ccccc2N1
12. Cc1cccc(C)c1NC(=O)CNC(=O)c1ccc2c(c1)OCCO2
13. Cc1c(Cl)c([N+](=O)[O-])nn1CCCC(=O)N1CCN(c2ccccc2)CC1
14. COc1ccc(NC(=O)C2Cc3ccccc3N2C(=O)c2ccccc2)c(OC)c1 (stereo not given)
15. O=C(Nc1ccccc1)[C@@H]1CCCN1S(=O)(=O)c1ccc(Cl)cc1
16. CCOc1ccc(NC(=S)N(Cc2ccc(N(C)C)cc2)Cc2ccco2)cc1

assay / compound	9	10	11	12	13	14	15	16
HT1080NT lethal	1%	18%	1%	0%	4%	nt	-1%	6%
TDP43 rescue	10%	-9%[1.82 µM]	1%	-6%	14%	13%	?	-1%
SW480 rerep	6%	-11%	0%	-5%	-3%	nt	-3%	10%
HEK293 tox	0%	17%	1%	-1%	4%	-11%	0%	-4%
KB-3-1 cytotox	-13%	1%	-1%	0%	4%	-4%	?	3%
HT1080 IDH1KD tx	-4%	14%	-8%	1%	4%	nt	3%	5%
KB-V1 MDR tox	-18%	-11%	0%	-2%	1%	-14%	-30%	15µM*
GLP1R ag	9%	8%	21%	-2%	-2%	nt	-1%	-1%
GLP-1R inv ag	-3%	25%	10%	12%	0%	-12%	-29%	?

Next part, overlapping the part above by two compounds.
15. O=C(Nc1ccccc1)[C@@H]1CCCN1S(=O)(=O)c1ccc(Cl)cc1
16. CCOc1ccc(NC(=S)N(Cc2ccc(N(C)C)cc2)Cc2ccco2)cc1
17. COc1ccc(NC(=O)CNC(=O)c2ccco2)cc1S(=O)(=O)Nc1cc(C)ccc1Br
18. O=C(O)CCNc1nc(-c2ccccc2)nc2ccccc12
19. CCOc1ccc(N2C(=O)CC(Sc3ncccn3)C2=O)cc1 (stereo not given)
20. CC(=O)Nc1ccc(Nc2ncnc3c2nnn3Cc2ccccc2Cl)cc1
21. COc1cccc(CNC(=O)Cn2c(C)c3cnn(-c4ccccc4)c(=O)c3c2C)c1
22. CCC(CC)C(=O)N(C)c1c(C)nc2c(OCC(=O)N(C)C)cccn12
23. COc1ccc(NC(=O)CCN2CCN(S(=O)(=O)c3cc(Cl)ccc3OC)CC2)cc1
24. Cc1cc(Br)c(NC(=O)CSc2n[nH]c(N)n2)c(Br)c1

assay / compound	15	16	17	18	19	20	21	22	23	24
HT1080NT lethal	-1%	6%	-20%	-1%	15%	-19%	nt	?	5%	-8%
TDP43 rescue	?	-1%	2%	-12%	2%	-7%	5%	?	?	9%
SW480 rerep	-3%	10%	-8%	-4%	-5%	0%	nt	nt	-4%	-8%
HEK293 tox	0%	-4%	-10%	-3%	16%	4%	-8%	6%	-1%	1%
KB-3-1 cytotox	?	3%	-2%	-4%	10%	-2%	-5%	0%	-6%	-6%
HT1080 IDH1KD tx	3%	5%	?	-1%	22%	-14%	nt	12%	5%	5%
KB-V1 MDR tox	-30%	15µM*	?	-3%	1%	-2%	25%	0%	0%	-6%
GLP1R ag	-1%	-1%	8%	-25%	-12%	7%	nt	-4%	15%	-5%
GLP-1R inv ag	-29%	?	13%	6%	1%	-25%	16%	33%[activator]	-3%	4%

Copied from above, compounds 22–24
22. CCC(CC)C(=O)N(C)c1c(C)nc2c(OCC(=O)N(C)C)cccn12
23. COc1ccc(NC(=O)CCN2CCN(S(=O)(=O)c3cc(Cl)ccc3OC)CC2)cc1
24. Cc1cc(Br)c(NC(=O)CSc2n[nH]c(N)n2)c(Br)c1

assay / compound	22	23	24
HT1080NT lethal	?	5%	-8%
TDP43 rescue	?	?	9%
SW480 rerep	nt	-4%	-8%
HEK293 tox	6%	-1%	1%
KB-3-1 cytotox	0%	-6%	-6%
HT1080 IDH1KD tx	12%	5%	5%
KB-V1 MDR tox	0%	0%	-6%
GLP1R ag	-4%	15%	-5%
GLP-1R inv ag	33%[activator]	-3%	4%

The list goes on.
25. CC(=O)c1cccc(NC(=O)COC(=O)c2ccc(S(C)(=O)=O)c([N+](=O)[O-])c2)c1
26. COc1ccc(-c2noc(-c3cccnc3N3CCN(c4ccc(OC)cc4)CC3)n2)cc1
27. COc1cc(C(=O)OC(C)CN2CCCC2)cc(OC)c1OC (stereo not given)
28. CCCCCC(=O)Nc1nc(C)c(-c2csc(Nc3cc(OC)ccc3OC)n2)s1
29. COc1ccc(OC)c2sc(N3CCN(C(=O)c4ccc5c(c4)CCCC5)CC3)nc12
30. CCN(CC)CCCNC(=O)c1ccc(Cn2c(=O)[nH]c3cc(OC)c(OC)cc3c2=O)cc1
31. COc1ccccc1N1CCN(C(=O)Nc2cccc(C)c2)CC1
32. COc1ccc(N2CCN(S(=O)(=O)CCNC(=O)C3CCCCC3)CC2)cc1

assay / compound	25	26	27	28	29	30	31	32
HT1080NT lethal	?	nt	7%	?	nt	nt	9%	30%
TDP43 rescue	9%	3%	10%	2%	?	-12%	?	8%
SW480 rerep	?	nt	-11%	28%	nt	nt	0%	-13%
HEK293 tox	0%	3%	-15%	1%	-6%	-4%	-10%	3%
KB-3-1 cytotox	2%&-4%	8%	-3%	?	-11%	14%	-4%	12%
HT1080 IDH1KD tx	?	nt	12%	?	nt	nt	3%	7%
KB-V1 MDR tox	15%&-4%	-4%	14%	-20%	-16%	1%	-9%	?
GLP1R ag	-5%	nt	2%	0%	nt	0%	13%	-1%
GLP-1R inv ag	7%	7%	3%	-3%	?	15%	-6%	12%

33. CCn1cc(C(=O)OC)c(=O)c2cc(S(=O)(=O)N(C)C3CCCCC3)ccc21
34. CCCCn1c(N)c(N(CCOC)C(=O)C2CC(=O)N(c3cccc(SC)c3)C2)c(=O)[nH]c1=O (stereo not given)
35. CCc1ccc(S(=O)(=O)Nc2cc3c(cc2C)n(C)c(=O)n3C)cc1
36. C=CCc1cccc(/C=N/NC(=O)c2ccccc2Br)c1O
37. Cc1cc(=O)n2nc(N3CCC(C(=O)N4CCN(c5ccccc5)CC4)CC3)sc2n1
38. COc1cc(OC)cc(C2C(C#N)=C(N)Oc3n[nH]c(-c4cccnc4)c32)c1 (stereo not given)
39. O/N=C/c1ccc(OCc2ccccc2F)c(Cl)c1
40. C[C@H](CO)N1C[C@H](C)[C@@H](CN(C)Cc2cccc(C(=O)O)c2)Oc2cc(Br)ccc2S1(=O)=O

assay / compound	33	34	35	36	37	38	39	40
HT1080NT lethal	-11%	3%	16µM*	?	-11%	-29%	1%	-1%
TDP43 rescue	10%	1%	14%	16µM*	-5%	1%	?	9%
SW480 rerep	-4%	-1%	-7%	?	14%	-8%	7%	nt
HEK293 tox	-7%	5%	-16%	-18%	-15%	-18%	8%	2%
KB-3-1 cytotox	28%	?	5.2µM*	?	-6%	3%	?	-7%
HT1080 IDH1KD tx	-5%	3%	15µM*	?	-4%	0%	-5%	-1%
KB-V1 MDR tox	3%	4%	-26%	-13%	-6%	4%	16µM*	15%
GLP1R ag	9%	-11%	19%	10%	6%	0%	4%	-4%
GLP-1R inv ag	19%	1%	?	?	-28%	0%	?	11%

41. Cc1cccc(/C=N\NC(=O)c2ccc(Cl)cc2)c1O
42. O=C(NCc1ccc(F)cc1)c1ccccc1OCc1ccccc1
43. Cn1c(SCC(=O)N2CCOCC2)nnc1-c1ccncc1
44. CCOC(=O)N1CCN(S(=O)(=O)Cc2ccccc2)CC1
45. CC(=O)Nc1ccc(SCC(=O)N2CCN(S(=O)(=O)c3ccccc3)CC2)cc1
46. CS(=O)(=O)N1CCC(C(=O)Nc2ccc(C(N)=O)cc2)CC1
47. CCOc1ccc(/C=C2\SC(=S)N(NS(=O)(=O)c3ccc(C)cc3)C2=O)cc1OC

assay / compound	41	42	43	44	45	46	47
HT1080NT lethal	?	0%	-5%	9%	-9%	8%	-2%
TDP43 rescue	-12%	0%	-10%	14%	-4%	4%	10%
SW480 rerep	?	3%	3%	-1%	-1%	-21%	0%
HEK293 tox	63%[activator]	4%	2%	-2%	0%	?	?
KB-3-1 cytotox	?	-6%	-11%	0%	?	6%	-21%
HT1080 IDH1KD tx	3.3µM*	?	17%	5%	-3%	6%	-11%
KB-V1 MDR tox	?	?	0%	1%	-15%	19%	12%
GLP1R ag	-11%	20%	1%	-9%	2%	-2%	13%
GLP-1R inv ag	?	10µM*	15%	1%	5%	17%	8%
